# Source: PubChem BioAssay
# proCasp3 act: activates human procaspase-3 | recombinant procaspase-3 D3A, Ac-DEVD-pNA absorbance 405 nm | activation, % at 8.5 µM | actives 0.11% (n = 330,000);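 active = activation above the mean of all tested compounds plus 3 SD, cut at about 21% in these data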;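 note: 0% = DMSO alone and 100% = DMSO wells spiked with extra 5 µM PC-3 D3A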
# Target sequence (P42574 whole entry D9A/D28A/D175A): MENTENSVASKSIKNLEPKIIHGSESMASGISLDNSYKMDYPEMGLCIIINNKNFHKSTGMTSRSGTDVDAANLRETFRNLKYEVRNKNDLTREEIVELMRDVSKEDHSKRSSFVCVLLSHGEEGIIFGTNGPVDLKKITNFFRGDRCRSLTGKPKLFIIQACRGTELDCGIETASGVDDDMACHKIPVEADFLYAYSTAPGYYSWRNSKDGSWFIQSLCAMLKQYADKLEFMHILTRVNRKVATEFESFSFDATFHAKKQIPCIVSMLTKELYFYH
#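 Assay system: Procaspase-3 D3A mutant, all three cleavage aspartates alanine. Buffer or medium: Zinc-free HEPES saline buffer with Triton X-100. Times: 1 h compound preincubation, 2 h substrate hydrolysis at 25 °C. Measured by: 405 nm absorbance of p-nitroaniline, reads at 0 and 120 min. Read-out basis: percent activation relative to control range. Replicates: singlicate.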
# proCasp7 act: activates human procaspase-7, counter-screen for procaspase-3 activators | P55210 | recombinant procaspase-7, Ac-DEVD-pNA absorbance 405 nm; D23A/D198A/D206A triple mutant, cannot self-cleave; scale: DMSO 0, 5 µM enzyme 100 | activation, % at 8.5 µM | actives 0.093% (n = 330,000);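 active = percent activation above the screen-wide mean plus 3 SD, cut at about 25% in these data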
#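 Assay system – Uncleavable procaspase-7 mutant enzyme · Quantity – 2 µM procaspase-7 mutant as dispensed · Times – 1 h preincubation, 2 h reaction · Dosing – single nominal 8.5 µM compound dose, 0.8% DMSO final · Buffer or medium – Zinc-free 50 mM HEPES buffer, pH 7.4, with NaCl and Triton X-100 · Detection – Epi-absorbance of released pNA at 405 nm, two timepoints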
# core dimer inh: HCV core protein dimerization inhibition. actives 0.33% (n = 300,000). AID 1899. TR-FRET GST/Flag-core106 dimerization, 1536-well. inhibition, % at 5 µM;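 active = inhibition above the mean of all tested compounds plus 3 SD, set per screening campaign, cut at about 45% in these data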
#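 Assay system: GST-tagged and Flag-tagged HCV core protein residues 1-106 / Times: compound-protein-antibody incubation 4 h at 22.5 °C / Signal: time-resolved FRET, ex 340 nm, em 617 and 671 nm / Evaluation: % inhibition based on acceptor/donor emission ratio / Benchmarks: wells lacking GST-core106 and wells with excess unlabelled core106 / Repeats: singlicate, one well per compound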
# PP5 primary: PP5 (human) phosphatase inhibition | P53041 | purified PP5c, OMFP substrate fluorescence | inhibition, % at 6.7 µM | actives 0.18% (n = 320,000);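 active = inhibition above the campaign's mean inhibition across all tested compounds plus 3 SD, cut at about 9.5% in these data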;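 note: 0% = DMSO only and 100% = 100 µM cantharidin control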
# PP1 inh: blocks human PP1-alpha phosphatase, a PP5 counter-screen | actives 0.9% (n = 320,000) | P62136 | purified PP1alpha, OMFP fluorescence | inhibition, % at 6.7 µM;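 active = inhibition above the mean inhibition of all tested compounds plus 3 SD, computed separately for each screening campaign, cut at about 15% in these data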
# Target sequence (P62136 whole entry, looked up): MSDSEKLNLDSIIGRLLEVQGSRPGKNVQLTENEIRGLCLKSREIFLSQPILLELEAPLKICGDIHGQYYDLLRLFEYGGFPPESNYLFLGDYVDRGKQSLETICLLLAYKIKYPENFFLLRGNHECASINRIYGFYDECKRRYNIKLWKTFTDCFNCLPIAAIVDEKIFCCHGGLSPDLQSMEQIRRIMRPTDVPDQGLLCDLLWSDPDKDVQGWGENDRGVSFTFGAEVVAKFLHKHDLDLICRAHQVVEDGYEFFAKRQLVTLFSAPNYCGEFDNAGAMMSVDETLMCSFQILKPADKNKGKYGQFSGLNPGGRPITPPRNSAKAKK
# Efflux pump mplx: inhibitors of Candida antifungal efflux pumps expressed in yeast; S. cerevisiae Candida pump triplex, Nile Red efflux; inhibition, % at 10 µM; actives 0.44% (n = 330,000);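 active = plate passing quality check with inhibition over a set limit, or well fluorescence over plate mean plus 4 SD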;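 note: Nile Red retained in pooled yeast measured as flow cytometry median fluorescence; 0% = buffer negative control and 100% = Enniatin B positive control; higher means more Nile Red kept so more efflux inhibition; some compounds called inactive have numbers as strong as hits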
# CTSL1 counter: blocks F. hepatica cathepsin L1 in PFM18AAP counter-screen | recombinant F. hepatica cathepsin L1, Z-Leu-Arg-MCA fluorescence | inhibition, % at 5.96 µM | actives 0.49% (n = 300,000) | AID 1906;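 active = inhibition above the mean of all tested compounds plus 3 SD, set per screening campaign, cut at about 17% in these data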;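 note: 0% = plate median of test compound wells and 100% = 1 µM Z-Phe-Ala-diazomethylketone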
# TPT1 inh: inhibitors of Candida albicans tRNA 2'-phosphotransferase TPT1; recombinant caTPT1, FP RNA substrate dephosphorylation; inhibition, % at 5 µM; actives 0.81% (n = 300,000); AID 1962;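 active = inhibition above the mean of all tested compounds plus 3 SD, set per screening campaign, cut at about 24% in these data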;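 note: plate controls were DMSO alone for no effect and ferristatin control at 100 nM for full effect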
# GASC-1 inh: human JMJD2C demethylase inhibition; GST-JMJD2C(1-420) H3K9me3 demethylation, DELFIA europium; inhibition, % at 2.35 µM; actives 0.069% (n = 330,000); AID 2099;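 active = more than half of a compound's replicate wells show inhibition beyond 50%, single wells judged on their own value; inconclusive = some, but no more than half, of replicates pass 50% inhibition; inactive = no replicate passes 50% inhibition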;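 note: signal counts dimethyl H3K9 product captured on neutravidin plate; 0% = median of DMSO wells and 100% = 0.3 times that DMSO median; strong numbers were not always called active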
# Target sequence (Q9H3R0 1-420 limits assumed): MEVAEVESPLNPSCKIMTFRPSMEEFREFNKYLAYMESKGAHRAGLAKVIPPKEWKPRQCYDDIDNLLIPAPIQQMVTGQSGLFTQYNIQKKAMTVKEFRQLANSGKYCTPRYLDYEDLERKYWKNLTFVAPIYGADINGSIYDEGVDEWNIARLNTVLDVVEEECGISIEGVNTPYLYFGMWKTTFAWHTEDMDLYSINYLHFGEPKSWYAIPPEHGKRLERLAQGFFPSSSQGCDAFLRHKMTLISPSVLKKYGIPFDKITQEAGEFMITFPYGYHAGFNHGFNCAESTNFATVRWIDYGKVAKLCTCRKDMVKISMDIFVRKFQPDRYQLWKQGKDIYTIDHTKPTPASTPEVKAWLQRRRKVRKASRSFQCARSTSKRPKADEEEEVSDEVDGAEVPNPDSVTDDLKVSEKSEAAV
# * marks the source's active call; other numbers are inactive results; ? = inconclusive; . = no result given; & = joins results of further samples. Rows are unselected; any-hit rate near 2.9%.
SMILES,proCasp3 act,proCasp7 act,core dimer inh,PP5 primary,PP1 inh,Efflux pump mplx,CTSL1 counter,TPT1 inh,GASC-1 inh
COc1ccc(OCC(=O)NCCC2=CCCCC2)c([N+](=O)[O-])c1,2.5,8.7,2.5,0.9,0.9,-0.1,1.0,-3.3,-2.3
Cc1ccc(S(=O)(=O)N2CN(CC3CCCO3)c3nc4ccccc4nc32)c(C)c1 (stereo unspecified),15.4,1.4,-2.0,2.5,-0.9,0.1,-1.8,2.7,5.0
COc1cc2c(c(OC)c1OC)-c1c(cc(OC)c(OC)c1OC)C[C@](C)(O)[C@@H](C)C2,-5.6,-2.5,-3.6,-0.6,0.1,0.0,1.4,-1.1,-31.3
CCOc1ccc(N(CC(=O)N/N=C/c2cc([N+](=O)[O-])ccc2Cl)S(C)(=O)=O)cc1,-5.6,-8.4,16.8,-3.0,4.0,-0.1,12.1,-4.2,-8.2
CCOC(=O)CSc1nc2cc(C(=O)N3CCC(C(N)=O)CC3)ccc2c(=O)n1C1CCCCC1,3.4,9.8,4.6,-1.0,-7.5,0.6,-4.9,-2.0,5.9
CCOC(=O)C(/C=C(\C#N)C(=O)OCC)=C(/N)N1CCN(c2c(C)cccc2C)CC1,-5.6,10.1,6.4,2.6,-0.6,0.1,8.3,-5.2,22.7
CC(C)Cc1nc(N2CCN(C(=O)c3ccco3)CC2)c(C#N)c2c1CCCC2,5.1,-1.8,11.1,0.5,-2.7,0.0,0.1,-1.6,?
CC1CN(C(=O)c2c(Br)cnn2C)CC(C)O1 (stereo unspecified),-1.9,6.9,-1.8,2.5,-0.5,0.1,-3.5,3.7,-18.1
CC(C)CSc1nc2c(=O)[nH][nH]c(=O)c2n1Cc1ccccc1,-1.1,-3.9,9.4,-3.8,6.0,-0.3,2.7,-3.8,-3.4
Cc1cc(NC(=O)CSc2nc3cc(Cl)ccc3s2)no1,4.4,-1.7,1.1,-1.6,-1.9,-0.1,3.4,-2.3,9.8
CCCCNC(=O)C1CCN(c2nc(C)cc(C)n2)CC1,2.3,13.6,-0.5,-2.0,0.5,0.1,0.6,1.4,84.1
O=C(CCS(=O)(=O)c1ccccc1)Nc1ccc(-c2nc3ccccc3s2)c(O)c1,-1.3,-1.6,-24.6,-0.6,-5.3,0.5,-1.7,1.6,6.9
CCN(CC(O)CON=C1c2ccccc2-c2ccccc21)S(=O)(=O)c1ccc(C)cc1 (stereo unspecified),4.5,-1.9,-2.5,5.2,0.7,-0.3,-2.1,-4.5,2.6
Cc1ccccc1-c1nnc(SCC(=O)N(C)C2CCS(=O)(=O)C2)n1C (stereo unspecified),-0.5,4.3,.,.,.,0.1,.,.,-2.8
CCC(C)NC(=O)c1ccccc1NC(=O)/C(=C/c1ccc(OC)cc1)c1ccccc1 (stereo unspecified),5.5,-13.5,-0.7,4.8,1.8,-0.2,-1.8,-1.7,1.2
Cc1nnc(SCC(=O)NC2CCCCC2)[nH]c1=O,4.8,1.9,-2.2,0.7,0.1,-0.2,-1.1,0.2,-1.7
Cc1cccc(C(=O)NC2C(=O)NNC2c2ccc(Cl)cc2)c1 (stereo unspecified),-6.9,-22.7,-7.8,2.5,-4.8,0.1,-1.0,-0.2,16.6
COc1ccc(S(=O)(=O)N2CCC(C(=O)Nc3cccc(C(C)=O)c3)CC2)cc1C,5.9,2.0,2.6,1.9,-2.5,-0.2,-1.2,0.6,-19.0&5.5
CCc1cc(CNC(=O)CC2C(=O)NCCN2Cc2ccccc2C(F)(F)F)on1 (stereo unspecified),-1.3,5.9,0.2,-0.7,1.1,0.0,2.6,-6.3,12.0
CN(CCN(C)C(C)(C)C)C(=O)C(c1ccccc1)c1ccccc1,-10.7,1.5,-5.8,1.5,0.0,-0.1,1.3,0.2,-22.5
CCCCCn1c(N2CCN(c3cccc(Cl)c3)CC2)nc2c1c(=O)[nH]c(=O)n2C,-1.7,6.2,24.6,-1.2,-2.0,-0.1,5.4,0.5,15.6
O=C(c1ccc2c(c1)OCCO2)N1CCN(c2ccc([N+](=O)[O-])cc2)CC1,-2.5,-12.3,2.3,-0.5,0.8,0.0,3.7,-7.6,-2.0
CCN(CC)CCN(C(=O)c1ccc2ncsc2c1)c1nc2cc3c(cc2s1)OCO3,-21.9,-29.6,4.7,4.5,0.1,-0.1,2.0,-2.4,2.6
Cc1cc(Cl)c(S(=O)(=O)Nc2ccc(Cl)cn2)cc1OCC(N)=O,2.6,6.4,-0.3,1.6,-2.5,-0.1,-0.8,0.4,.
N#Cc1cnn2c(-c3cccc(C(F)(F)F)c3)ccnc12,-8.0,1.8,1.8,0.6,6.4,0.0,-2.0,2.6,16.8
SMILES,proCasp3 act,proCasp7 act,core dimer inh,PP5 primary,PP1 inh,Efflux pump mplx,CTSL1 counter,TPT1 inh,GASC-1 inh
CC1(c2ccc3noc(-c4ccc(Cl)cc4)c3c2)OCCO1,4.9,-4.4,-0.2,1.8,1.6,0.0,7.0,1.9,-30.3
Cc1cc(F)ccc1S(=O)(=O)N1CCC2(CC1)OCCN2S(=O)(=O)c1cccs1,1.9,14.0,3.6,2.4,-3.4,0.0,1.7,1.3,67.5
Cc1ccc(NC(=O)c2ccc(C)c(NC3=NC4CS(=O)(=O)CC4S3)c2)cc1C (stereo unspecified),-3.1,2.7,-4.4,-0.5,-1.9,-0.1,2.1,-3.1,36.9
CC(C)Cc1nnc(NC(=O)CSc2ccccn2)s1,1.8,-9.9,1.2,4.4,1.8,-0.1,-2.3,-3.4,-26.9
CCCCCc1c(O)c2ccccc2[nH]c1=O,-2.2,-3.8,-7.1,-1.1,-6.7,0.3,-7.8,-3.1,-4.6
COc1ccc(Cl)cc1NC(=O)CCc1nnc2ccc(N3CCC4(CC3)OCCO4)nn12,-6.0,9.0,-20.0,1.0,-0.2,-0.3,5.0,-4.2,-5.8
CC1CC2=C(NC(=S)NC2c2ccc(F)cc2)/C(=C/c2ccc(F)cc2)C1 (stereo unspecified),-10.1,-13.9,9.5,3.5,2.3,0.0,-1.3,-4.1,8.1
C/C(CCc1ccccc1)=N\NC(=O)CCc1ccccc1,6.5,-5.2,-13.7,1.5,-2.5,0.1,-1.8,-2.7,3.9
Cc1ccn(CCC(=O)N2CCCC(CCC(=O)N3CCN(c4ccccn4)CC3)C2)n1 (stereo unspecified),0.8,6.1,-1.9,0.3,-2.7,0.2,-1.7,-0.3,-0.1
CC(C)c1cc(C(=O)Nc2ccc3c(c2)OCO3)no1,1.3,6.8,14.1,0.2,-0.8,-0.1,-1.4,0.2,1.0
COc1cccc(C2CC(c3c(Cl)cccc3Cl)n3nc(N)nc3N2)c1 (stereo unspecified),11.8,7.7,1.3,0.4,-1.7,0.2,1.5,-1.8,-17.4&-1.6
Cc1cc2ccccn2c1C(=O)c1ccc(C#N)cc1,3.7,-11.2,-11.9,3.5,3.8,-0.1,-3.9,-2.7,31.2
CCOC(=O)Cc1c(C)nc2c(C#N)c[nH]n2c1=O,-4.7,7.7,0.2,0.3,-2.6,0.1,1.0,4.5,-5.4
COCCn1c(N)c(Sc2ccc([N+](=O)[O-])cc2)c(=O)[nH]c1=O,4.6,-2.5,0.3,-0.5,-4.6,0.0,7.0,0.1,-3.9
NC(=O)C(c1ccc(Cl)cc1)c1ccc(Sc2ccc(Cl)cc2)nn1 (stereo unspecified),0.7,5.4,1.1,4.6,-1.0,0.2,3.5,0.8,-0.9
CC12CCC(=O)N1C(C(=O)Nc1cccc(S(=O)(=O)N3CCCCCC3)c1)CS2 (stereo unspecified),2.8,-6.3,3.5,1.6,-3.1,0.2,-6.3,3.2,?
COc1ccc(CNC(=O)C(C)N2C(=O)COc3ccc(C)cc32)c(OC)c1 (stereo unspecified),-2.9,0.4,-1.6,-0.4,-0.8,0.1,-2.4,1.4,3.9
CN(CC(=O)Nc1cccnc1)S(=O)(=O)c1ccccc1,4.1,-0.8,-1.7,-0.5,-2.4,0.1,2.6,-3.7,-15.5
CCC(C)NC(=O)N1c2ccccc2Sc2ccccc21 (stereo unspecified),-13.4,-9.1,-11.3,3.4,0.1,0.0,2.4,-7.3,4.3
[O-]/C(=C(\C(=S)Nc1cccc2ccccc12)[n+]1ccccc1)c1cccs1,-11.8,-17.6,8.3,0.6,5.2,-0.1,2.0,3.7,-0.5
Cc1nn(C)c(C)c1S(=O)(=O)N1CCC(CO)(Cc2ccc(Cl)cc2)CC1,6.5,12.4,-2.5,0.4,1.2,0.0,4.3,-1.6,1.7
CN(C)c1ncnc2sc(-c3ccccc3)cc12,1.8,1.0,-10.2,1.9,1.5,0.1,1.4,-2.6,-2.5
O=C(NCc1ccco1)c1cccc2c1C(=O)c1ccc(N3CCCC3)cc1S2(=O)=O,-13.4,-25.9,.,.,.,2.1,.,.,4.7
Cc1cc(C)n(-c2c(C)[nH]c3ccccc23)n1,-3.0,0.3,1.1,-3.1,-1.6,0.2,1.7,4.5,-1.0
CC1CCN(C(NC(=O)c2ccco2)C(=O)c2ccccc2)CC1 (stereo unspecified),-3.9,-8.0,-0.8,-1.0,-2.3,0.1,-2.5,3.0,-9.9
CCOC(=O)c1c(C)[nH]c(C(=O)CN2C(=O)NC(CC)(c3ccccc3)C2=O)c1C (stereo unspecified),-11.4,6.3,5.7,3.1,1.9,0.1,2.6,-0.9,0.5
C=CCN(C(=O)Cc1cccs1)c1nc(-c2ccc(S(C)(=O)=O)cc2)cs1,-5.5,6.2,31.7,1.0,4.4,0.2,-0.7,9.3,2.9
COc1cc(NC(=O)C(C)C)ccc1NC(=O)c1ccco1,-2.4,-4.9,4.6,0.4,-4.8,0.2,1.9,-0.1,16.0
C/C=C/c1ccc(OCC(=O)Nc2ccncc2)c(OC)c1,0.6,0.3,1.2,-1.0,0.5,0.2,-0.7,-0.2,13.8
OC(c1cc(-c2ccc(Cl)cc2)nc2ccccc12)C1CCCCN1 (stereo unspecified),6.5,14.5,2.2,-1.4,2.0,-0.3,4.0,2.2,-11.2

# Compounds above that contain a CF3 group, in the order listed:
SMILES,proCasp3 act,proCasp7 act,core dimer inh,PP5 primary,PP1 inh,Efflux pump mplx,CTSL1 counter,TPT1 inh,GASC-1 inh
CCc1cc(CNC(=O)CC2C(=O)NCCN2Cc2ccccc2C(F)(F)F)on1 (stereo unspecified),-1.3,5.9,0.2,-0.7,1.1,0.0,2.6,-6.3,12.0
N#Cc1cnn2c(-c3cccc(C(F)(F)F)c3)ccnc12,-8.0,1.8,1.8,0.6,6.4,0.0,-2.0,2.6,16.8
